# PKA-R1A act = PKA-R1A complex activation | AID 504707 | PKA-R1A dissociation, Cy5-IP20 fluorescence polarization; scaled: DMSO 0%, 113 µM cGMP 100% | P00514+P68181 | activation, % at 11.4 µM | 0.083% of 340,000 active;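 active = percent activation above the mean of all tested compounds plus 3 SD, cut at about 19% in these data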;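 also: higher means more PKAc released from R1A so a rise in polarization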
# OPRM1-OPRD1 ag = agonists of human mu-delta opioid receptor heterodimerization; P35372+P41143; cells, OPRM1-OPRD1 heterodimerization, luminescence; activation, % at 9.3 µM; 0.3% of 340,000 active; in the data active = activation above about 18%;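 also: 0% = vehicle-treated cells and 100% = reference agonist; values of inactives mirror those of a sister screen read the other way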
# Target sequence (P35372 whole entry, looked up): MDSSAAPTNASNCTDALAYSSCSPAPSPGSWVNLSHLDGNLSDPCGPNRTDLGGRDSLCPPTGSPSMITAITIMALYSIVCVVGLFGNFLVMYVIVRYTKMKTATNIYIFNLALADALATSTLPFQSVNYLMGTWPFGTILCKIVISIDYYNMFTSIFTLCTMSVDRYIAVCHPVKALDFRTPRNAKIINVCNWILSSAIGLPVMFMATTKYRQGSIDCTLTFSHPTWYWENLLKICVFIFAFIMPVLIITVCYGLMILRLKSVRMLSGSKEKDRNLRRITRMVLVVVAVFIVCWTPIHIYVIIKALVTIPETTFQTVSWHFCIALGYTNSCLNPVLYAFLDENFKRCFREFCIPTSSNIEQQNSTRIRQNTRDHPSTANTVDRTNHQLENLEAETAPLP
# Target sequence (P41143 whole entry, looked up): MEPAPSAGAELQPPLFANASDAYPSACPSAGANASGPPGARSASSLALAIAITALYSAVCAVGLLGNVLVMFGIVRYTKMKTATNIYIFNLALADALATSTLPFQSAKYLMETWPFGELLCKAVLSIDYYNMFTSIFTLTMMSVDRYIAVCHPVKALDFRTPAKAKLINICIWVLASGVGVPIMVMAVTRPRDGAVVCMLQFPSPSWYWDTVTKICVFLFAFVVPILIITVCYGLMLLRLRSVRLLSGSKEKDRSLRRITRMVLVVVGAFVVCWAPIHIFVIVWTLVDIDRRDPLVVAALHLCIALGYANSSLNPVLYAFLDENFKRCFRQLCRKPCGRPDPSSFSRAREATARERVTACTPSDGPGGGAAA
# DSG3 Ab inh = inhibitors of pemphigus antibody binding to human desmoglein-3. P32926. DSG3-coupled beads, scFv-anti-DSG3-GFP binding, flow cytometry; hits give low values. binding (percent of control), % at 10 µM. 0.48% of 310,000 active;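 active = binding more than 3 SD below its plate's average and above zero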;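 also: hits lower antibody fragment binding to DSG3; some compounds called inactive have numbers as strong as hits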
# phage Ecoli inh = E. coli growth loss with phage present; inhibition, % at 11.9 µM; AID 651602; 0.26% of 360,000 active; growth absorbance; in the data active = inhibition above about 11%
# AddAB inh = less growth of phage-infected E. coli with AddAB. E. coli expressing H. pylori AddAB, absorbance growth. inhibition, % at 11.9 µM. 0.29% of 330,000 active. AID 435030; in the data active = inhibition above about 12%;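 also: 0% = vehicle wells of infected cells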
# MOR-DOR inv ag = inverse agonists of human mu-delta opioid receptor heterodimerization; 0.21% of 340,000 active; P35372+P41143; AID 504357; cell-based MOR-DOR heterodimer luminescence, inverse agonism; inhibition, % at 9.3 µM; in the data active = inhibition above about 22%, passing the limit was not always enough;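 also: 0% = cells with DMSO and 100% = wells without cells with DMSO; values of inactives mirror those of a sister screen read the other way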
# SUMO Mot1 rescue = inhibitors of SUMOylation pathway: yeast Mot1-301 growth rescue. S. cerevisiae Mot1-301 growth rescue, ATP luminescence, 38.5C; percent above DMSO median, 100 means doubled. growth rescue, % at 18.8 µM. 1% of 320,000 active;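 active = every valid replicate shows activation above 250% relative to neutral control wells; inactive = the rest, any valid replicate at or below 250%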;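 also: OY570 slx delta 5 strain wells were the positive control but not used for scaling; some compounds called inactive have numbers as strong as hits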
# Tat export inh = E. coli Tat transport inhibition; inhibition, % at 10 µM; 0.036% of 340,000 active; E. coli MC4100 TorA-mCherry Tat export, fluorescence;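 active = mean replicate inhibition at least 50% and at least half of replicates individually reaching 50%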;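 also: exported cargo escapes ClpAP degradation while cytoplasmic cargo is degraded and loses fluorescence; 0% = median of neutral control wells and 100% = median of NaSCN control wells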
# Arr AP2 block = inhibitors of human beta-arrestin and AP2 interaction; FITC-arrestin peptide / GST-AP2 beads, flow cytometry; AP2 beta2 appendage carries R879A mutation; inhibition, % at 10 µM; 0.31% of 340,000 active; AID 504490;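 active = inhibition above a set limit, near 3 SD of compounds lacking own fluorescence, cut at about 54% in these data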;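 also: plate controls were DMSO wells for no effect and 5 µM unlabelled arrestin peptide for full effect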
#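 Material – AP2 appendage R879A on GSH beads · Buffer or medium – PBS with 0.05% Tween 20 and 0.1% BSA · Probe or stimulus – fluorescein-tagged arrestin peptide at 50 nM final · Incubation – compound with beads 12 min RT, then probe 1 h RT · Detection – high-throughput flow cytometry of beads, ex 488, em 535 nm · Evaluation – percent response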
# Ecoli viability = counter-screen for AddAB inhibitors: E. coli growth inhibition | E. coli V3065 growth, OD600 absorbance, 18 h | inhibition, % at 11.9 µM | 0.27% of 330,000 active | AID 449728;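 active = inhibition above the campaign's mean inhibition across all tested compounds plus 3 SD, cut at about 9.9% in these data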;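 also: uninfected addAB+ strain grown without phage in ampicillin broth; 0% = DMSO wells and 100% = ciprofloxacin 0.95 µg/ml wells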
# PfHsp90 yeast 2 = reduces growth (ATP signal) of yeast expressing P. falciparum Hsp90. S. cerevisiae expressing PfHsp90, BacTiter-Glo ATP, 48 h; yeast lacking PDR1 and PDR3 efflux regulators. inhibition, % at 9.4 µM. 0.32% of 310,000 active. AID 504621;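 active = every replicate shows inhibition above about 80%, whatever the replicate mean, limit read from the data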;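 also: 0% = DMSO neutral controls and 100% = 20 µM radicicol positive controls; yeast relying on Plasmodium falciparum Hsp90 in place of its own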
# * hit, by the source's call; · = not tested or not shown.
# Start of the listing, in advance:
entry	Molecule	phage Ecoli inh	Arr AP2 block	SUMO Mot1 rescue	PfHsp90 yeast 2	Ecoli viability	PKA-R1A act	AddAB inh	MOR-DOR inv ag	DSG3 Ab inh	OPRM1-OPRD1 ag	Tat export inh
1	CCOc1ccc(/C=N/NC(=O)c2cc(-c3ccco3)nc3ccccc23)cc1	2.3	32	294	17	-0.6	6	1.1	7	117	-1.2	-6
2	O=C(O)/C=C/c1cn(Cc2ccccc2)nc1-c1cccnc1	3.1	5	-11	4	2.3	-7	2.1	15	103	-2.9	-6

# The listing, from the first entry:
entry	Molecule	phage Ecoli inh	Arr AP2 block	SUMO Mot1 rescue	PfHsp90 yeast 2	Ecoli viability	PKA-R1A act	AddAB inh	MOR-DOR inv ag	DSG3 Ab inh	OPRM1-OPRD1 ag	Tat export inh
1	CCOc1ccc(/C=N/NC(=O)c2cc(-c3ccco3)nc3ccccc23)cc1	2.3	32	294	17	-0.6	6	1.1	7	117	-1.2	-6
2	O=C(O)/C=C/c1cn(Cc2ccccc2)nc1-c1cccnc1	3.1	5	-11	4	2.3	-7	2.1	15	103	-2.9	-6
3	NS(=O)(=O)c1ccc(CNC(=O)c2sccc2-c2ccccc2)cc1	-1.4	-2	-6	-37	1.8	-2	-0.9	18	·	-3.4	4
4	CC1CCN(c2cc(N3CCOCC3)c([N+](=O)[O-])cc2F)CC1	2.4	-7	-4	-3	0.1	-13	0.1	5	91	-0.8	2
5	CCn1ccnc1[C@@H]1C[C@H]2CN(Cc3ccccc3OC)C(=O)[C@]23CCCN13	-2.0	10	-27	2	3.9	-8	-0.2	16	89	-3.1	1
6	CC(CCc1ccccc1)NC(=O)CN1C(=O)NC2(CCCCC2)C1=O (centres undefined)	4.3	-5	-11	-17	-0.6	-10	-0.5	17	102	-3.2	13
7	COc1ccc(-c2csc(NC(=S)NC(=O)c3ccc(S(=O)(=O)N(C)C)cc3)n2)cc1OC	1.5	-5	8	2	2.4	-1	-0.2	-16	98	3.2	0
8	O=C(COc1ccccc1[N+](=O)[O-])Nc1ccccc1N1CCCC1	2.4	-2	2	-9	0.8	-11	1.0	-53	103	7.3	-15
9	Cc1cccc(NC(=O)Cc2nnc(NC(=O)Nc3ccccc3F)s2)c1	1.6	6	0	5	0.3	-9	1.7	-8	95	1.1	1
10	C=CCN(CC(=O)NCC1CCCO1)C(=O)CCC(=O)Nc1cc(C)on1 (centres undefined)	1.9	1	-20	2	-0.8	-14	-0.2	16	70	-2.9	-1
11	COc1ccc(CCNC(=O)CCS(=O)(=O)c2ccc(C)cc2)cc1OC	-2.3	24	-7	14	-3.7	-8	0.8	14	94	-2.5	5
12	CCOC(=O)N1CCC(NC(=O)c2ccc3c(c2)N(C)C(=O)/C(=C/c2cccc(OC)c2)S3)CC1	-3.8	-16	-12	-10	-1.3	-9	2.9	13	102	-2.6	8
13	O=[N+]([O-])c1ccc(NN=Cc2ccc(O)cc2)nc1	3.6	21	·	1	·	-3	·	21	96	-4.3	-1
14	COc1cccc(CSc2nnnn2-c2ccc(O)cc2)c1	2.7	-4	-8	-15	-1.2	-2	3.6	-13	110	2.7	6
15	CCCN(CCC)c1nc2ccccc2nc1C(C#N)C(=O)OCCOC (centres undefined)	1.6	-4	5	-20	-1.3	3	4.0	7	·	-1.7	-6
16	O=c1cc(O)nc(-c2ccccc2)s1	4.2	9	3	2	0.7	6	2.6	15	103	-3.0	-8
17	CCCCC(CCC(=O)Nc1nccs1)C(=O)O (centres undefined)	0.2	5	7	·	-0.2	-10	3.6	6	105	-1.3	-4
18	COc1ccc(CCC(=O)NNC(=O)Cn2nc(C)cc2C)cc1	0.2	16	-11	19	-3.7	-14	0.9	13	105	-1.9	-4
19	O=C(COC(=O)c1ncc(Cl)c(Cl)c1Cl)NNC(=O)c1ccccc1	9.6	7	-4	·	0.7	1	-0.7	6	108	-1.1	2
20	CCCCCCCCCOC(=O)C[n+]1csc(CCO)c1C	-1.3	-33	142	23	0.6	10	-2.6	11	113	-1.8	-5
21	CCOc1ncccc1C(=O)OCC(=O)Nc1ccc(S(=O)(=O)N2CCCC2)cc1	-0.1	-1	4	-11	-1.6	1	-0.8	12	102	-3.2	11
22	CC(N=Cc1cccc(O)c1O)c1ccccc1 (centres undefined)	·	3	-11	10	1.8	9	4.4	-16	103	3.3	-2
23	O=C(COC(=O)CCC(=O)c1ccc(F)cc1)Nc1nnc(-c2ccccc2)o1	-7.8	-2	2	-3	-4.6	0	-4.0	5	98	-0.8	-5
24	COCCn1c(=O)[nH]c(=O)c2c1nc(-c1ccc(-c3ccc(Cl)cc3[N+](=O)[O-])o1)n2Cc1ccccc1	3.8	·	13	-34	-3.0	-2	2.4	-18	96	3.5	0
25	CC(=O)c1cc(CN2CCN(C3CCN(C(C)C)CC3)C(CCO)C2)cs1 (centres undefined)	4.0	16	7	12	-1.3	1	-0.3	3	114	-0.5	3
26	CC(C)N1CCC(N2CCN(Cc3cc(F)ccc3-n3cccn3)CC2CCO)CC1 (centres undefined)	3.4	3	11	2	-0.6	·	0.2	·	·	·	0
27	C/C(=N\NC(=O)c1cc(-c2ccccn2)nc2ccccc12)c1cccc([N+](=O)[O-])c1	-0.2	28	6	-9	-1.6	6	1.0	-11	96	2.3	13
28	Cc1cc(=O)n2nc(N3CCCC(C(=O)N4CCOCC4)C3)sc2n1 (centres undefined)	1.9	-1	-17	-5	2.5	-12	-1.2	7	109	-1.2	2
29	COC1CCN(Cc2c(C(=O)N3CCc4ccccc4C3)nc3ccc(Cl)cn23)CC1	3.1	8	-9	-6	-3.5	-19	0.4	1	104	-0.1	-4
30	COc1ccc(CNC(=O)c2ccc(NC(=O)C3CCCO3)cc2)cc1 (centres undefined)	1.5	12	-20	·	0.8	-4	3.8	13	·	-2.3	-9

# A different layout for part of the listing above.
(22) CC(N=Cc1cccc(O)c1O)c1ccccc1 (centres undefined)
(15) CCCN(CCC)c1nc2ccccc2nc1C(C#N)C(=O)OCCOC (centres undefined)
(29) COC1CCN(Cc2c(C(=O)N3CCc4ccccc4C3)nc3ccc(Cl)cn23)CC1

screen / no. | 22 | 15 | 29
phage Ecoli inh | · | 1.6 | 3.1
Arr AP2 block | 3 | -4 | 8
SUMO Mot1 rescue | -11 | 5 | -9
PfHsp90 yeast 2 | 10 | -20 | -6
Ecoli viability | 1.8 | -1.3 | -3.5
PKA-R1A act | 9 | 3 | -19
AddAB inh | 4.4 | 4.0 | 0.4
MOR-DOR inv ag | -16 | 7 | 1
DSG3 Ab inh | 103 | · | 104
OPRM1-OPRD1 ag | 3.3 | -1.7 | -0.1
Tat export inh | -2 | -6 | -4

# (listing goes on)
entry	Molecule	phage Ecoli inh	Arr AP2 block	SUMO Mot1 rescue	PfHsp90 yeast 2	Ecoli viability	PKA-R1A act	AddAB inh	MOR-DOR inv ag	DSG3 Ab inh	OPRM1-OPRD1 ag	Tat export inh
31	Cc1ccc(NC(=O)CSc2nnc(COc3ccc(C#N)cc3)n2-c2ccccc2)cc1C	-1.2	41	-1	-4	1.9	4	2.2	-10	103	1.5	-1
32	CCOc1ccc2ccccc2c1/C=N/NC(=O)CNC(=O)c1ccccc1F	0.7	10	19	-5	1.1	1	1.7	-5	115	0.6	-1
33	COc1cc(/C=N/Nc2nc(N3CCCC3)nc(N3CCCC3)n2)ccc1O	1.2	13	-4	·	-2.8	0	-2.0	9	99	-1.8	-18
34	O=C(CSc1ccc([N+](=O)[O-])cc1)c1ccccc1	2.5	1	·	-38	·	-2	·	1	·	-0.3	-4
35	CC(C)(O)c1ccc2c(c1)CCC1C(C)(C(=O)O)CCCC21C (centres undefined)	3.2	14	-5	-4	-0.7	-2	4.2	13	99	-2.6	-6
36	Cc1ccc(C(C)C)c(OCCNC(=S)Nc2cccc3ccccc23)c1	4.7	-2	9	8	1.5	1	0.1	2	101	-0.4	6
37	Cc1ccc(CN2CCN(Cc3ccc(OC(C)C)cc3)CC2CCO)o1 (centres undefined)	0.8	2	2	-7	-0.1	3	1.6	0	94	0.1	-1
38	CC(C)Cn1c(N)c(C(=O)CSc2ncn[nH]2)c(=O)n(C)c1=O	0.2	6	·	17	·	-1	·	10	105	-1.9	0
39	CCOC(=O)CC1=NC(=O)CS1	0.2	-8	0	10	3.2	0	2.3	8	108	-1.7	0
40	COc1ccc(CN2CCC(n3nccc3NC(=O)C3CC3)CC2)cc1O	0.7	-3	-22	-8	-1.0	10	0.8	17	108	-3.2	-2
41	COc1ccc(N(CC(=O)NCc2ccc(F)cc2)C(=O)CCC(=O)Nc2ccccn2)cc1	2.7	1	14	28	1.8	-4	3.3	14	·	-2.1	7
42	COC(=O)c1ccccc1NC(=O)c1cc(C2CC2)on1	2.7	5	5	-16	-0.1	-2	1.0	-22	95	3.7	1
43	C=CCN(c1ccc(C(=O)Nc2cccc([N+](=O)[O-])c2)cc1)S(C)(=O)=O	4.5	-4	5	-1	0.2	5	3.2	8	107	-1.6	-1
44	Cc1ccc(N(C(=O)c2csnn2)C(C(=O)NCc2ccccc2)c2cccnc2)cc1 (centres undefined)	0.1	49	77	14	3.8	-10	1.1	4	109	-0.8	3
45	COc1ccc(-c2[nH]ncc2CN(C)CCN2CCOCC2)cc1F	3.5	11	524	9	-1.8	5	2.6	10	106	-2.1	-1
46	CC[C@]12c3[nH]c4cc(CCC(=O)N(C)C)ccc4c3CCN1C(=O)[C@@H](CC(=O)NCc1cccc(C(F)(F)F)c1)C[C@@H]2C(=O)N1CCN(C(=O)c2ccco2)CC1	-0.1	5	·	-7	-0.7	0	-2.0	11	89	-2.3	9
47	Cc1ccc2c(c1)nnn2C1CCN(CC(=O)NCCc2nc3ccccc3[nH]2)CC1	-0.8	9	3	4	1.1	-5	0.3	16	100	-2.8	0
48	CN(Cc1cccs1)C(=O)Cc1csc(-c2ccccc2)n1	4.2	14	1	9	-0.2	-11	-2.2	5	·	-1.1	5
49	O=C(O)C1CC(=O)N(CCc2ccccc2)C1 (centres undefined)	2.2	17	·	7	-0.5	-2	3.5	18	67	-3.3	-5
50	Cc1ccc(C2c3[nH]c4ccccc4c3C[C@H]3C(=O)N(c4ccccc4C(=O)NCCCN4CCOCC4)C(=O)N23)cc1 (some centres undefined)	-0.1	32	-10	-1	-2.3	13	2.0	10	·	-2.0	-4
51	COc1ccc(-c2noc(CCC(=O)NCCCN3CCC(Cc4ccccc4)CC3)n2)cc1	2.2	2	11	-8	1.0	0	2.4	6	·	-0.9	1
52	COc1ccc(C(=O)NCC(=O)OCc2nc(N)nc(Nc3ccccc3C)n2)cc1	5.5	-8	11	10	-1.9	-7	1.6	14	98	-3.9	12
53	CCOC(=O)C1(CC2CC2)CCN(Cc2cn[nH]c2-c2cccc(F)c2)CC1	5.3	1	1	-2	0.9	-6	2.1	-111	100	16	3
